RGS7-Gao reg – human RGS7-Galphao interaction regulation; P09471; binding response (% of control), % at 10 µM; Multiplexed bead flow cytometry, RGS7-Galphao binding; actives lie on both sides; 0.35% of 220,000 active; in the data active = binding response below about 49% or above about 150%; inconclusive = no clear call, values can overlap the other calls; inactive = in between;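 note: fluorescent Galphao held in activated GDP-AlF4 state binding bead-coupled RGS7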
Target sequence (P09471 whole entry, looked up): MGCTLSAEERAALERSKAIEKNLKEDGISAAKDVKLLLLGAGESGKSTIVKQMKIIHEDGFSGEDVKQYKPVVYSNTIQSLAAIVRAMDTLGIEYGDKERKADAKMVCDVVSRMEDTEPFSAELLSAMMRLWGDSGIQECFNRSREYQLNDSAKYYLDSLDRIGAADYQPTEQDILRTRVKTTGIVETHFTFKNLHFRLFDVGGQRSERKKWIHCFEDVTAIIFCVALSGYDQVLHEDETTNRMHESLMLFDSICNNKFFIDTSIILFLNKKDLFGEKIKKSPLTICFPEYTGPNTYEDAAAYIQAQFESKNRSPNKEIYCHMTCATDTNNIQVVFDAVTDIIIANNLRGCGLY
Avidin fluor – compound fluoresces at 488/530 nm on avidin beads; compound fluorescence 488/530 nm, flow cytometry; active compounds read high; 0.38% of 220,000 active; fluorescence (KMESF) at 10 µM; in the data active = fluorescence above about 47; note: inactives centre near 10
RGS4-Gao reg – human RGS4-Galphao interaction regulation. binding response (% of control), % at 10 µM. P09471. 0.33% of 220,000 active. Multiplexed bead flow cytometry, RGS4-Galphao binding; actives lie on both sides. AID 1415; in the data active = binding response below about 49% or above about 150%; inactive = in between;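 note: fluorescent Galphao activated with aluminum fluoride binding bead-coupled RGS4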
Starred values were filed as active, the others as inactive; ? = inconclusive. Only part of the results is shown; the hit share may differ from the screen's.

canonical_smiles	Avidin fluor	RGS4-Gao reg	RGS7-Gao reg
COc1ccc(S(=O)(=O)Nc2ccccc2N2CCOCC2)cc1[N+](=O)[O-]	8	102	?
Cn1nc(NC(=O)C2CCC2C(=O)O)c2c(F)cccc21 (configuration not stated)	8	100	?
COc1ccc(NC(=O)N2CCCc3cccc(C)c32)cc1	7	104	?
Cc1ccc(-n2c(-c3ccc(Cl)cc3)c[n+]3c2CCC3)cc1	8	104	?
COc1cc(OC)cc(C(=O)N[C@H](C(=O)Nc2nc(-c3ccc(OC)c(OC)c3)cs2)C(C)C)c1	16	103	?
COc1ccccc1/C=C/C(=O)Nc1nc(N)n(-c2ccccc2)n1	2	100	?
CCCCC1=CC2=CC(=O)C(C)(OC(=O)CC)C(=O)C2=CN1c1ccc(OC)cc1 (configuration not stated)	12	100	?
CN1C(=O)C(CC(=O)O)S/C1=N\N=C\c1ccc(O)cc1O (configuration not stated)	5	81	?
Cc1onc(-c2ccccc2)c1NC(=O)N(CCC#N)Cc1ccccc1	6	109	?
Cc1nc2c(ncn2-c2ccccc2)c(=O)n1NC(=O)CN1CCN(C)CC1	8	102	?
Cc1ccc(Cl)cc1NC(=O)CCC(=O)O	6	98	?
COc1ccc(Oc2ncccc2NC(=O)c2cccc(C)c2C)cc1	5	102	?
Cc1ccc(-c2cc(C(=O)O)c3ccccc3n2)c(C)c1	3	95	?
O=C(CC1SC(=O)N(Cc2ccccc2Cl)C1=O)Nc1nccs1 (configuration not stated)	8	100	?
Cc1cc(C(=O)NNc2c(Cl)cccc2Cl)no1	6	105	?
O=S(=O)(c1ccc(-c2ccon2)s1)N1CCN(CCN2CCOCC2)CC1	8	103	?
COc1ccc(Cc2nnc(N/N=C/c3ccc(N(C)C)cc3)[nH]c2=O)cc1OC	7	97	?
N=C(N)SCc1ccc(O)c([N+](=O)[O-])c1	4	105	?
NC(=O)/C(=C/c1cccnc1)NC(=O)c1ccccc1	8	107	?
CC(C)(C)C(=O)O/N=C(\N)c1ccc(Br)cc1	8	102	?
COc1ccc(/C=C2/N=C(SC)NC2=O)cc1OC	7	103	?
Cc1cc(C(=O)N/N=C/c2ccc([N+](=O)[O-])s2)n[nH]1	4	103	?
CC1(OC(=O)C2CCCC2)C(=O)C=C2C=C(c3ccsc3)N(CC3CC3)C=C2C1=O (configuration not stated)	10	94	?
COc1ccc(Cn2cc([N+](=O)[O-])nc2C)cc1[N+](=O)[O-]	8	99	?
CCNC(=O)Nc1cc(OC)c(OC)cc1C(=O)O	7	98	?
COC(=O)c1sc(SC)c(S(=O)(=O)C(C)C)c1N/N=C(\C#N)S(=O)(=O)c1ccccn1	3	87	?
CCCCn1c2ccccc2c2cc(CC(N)=O)ccc21	6	106	?
Cc1ccc(NCC(=O)Nc2c(C)n(C)n(-c3ccccc3)c2=O)cc1S(=O)(=O)N(C)C	4	95	?
Cc1onc(-c2ccccc2Cl)c1C(=O)Nc1ccc(Cl)cn1	4	98	?
CN(C)S(=O)(=O)c1ccc(Cl)c(NC(=O)COC(=O)CCC(=O)c2cccs2)c1	8	103	?
CC(C)OCCCNC1=C(Cl)C(=O)c2ccccc2C1=O	6	90	?
COC(=O)[C@H](Cc1ccccc1)NC(=O)NCc1ccccc1	6	101	?
COc1ccc(S(=O)(=O)NNC(=O)C(=O)NNc2ccccn2)cc1	7	110	?
COC(=O)[C@@H]1C[C@@]2(O)[C@H](O)[C@H](O)[C@H](O)C[C@H]2N1Cc1cc(F)ccc1F	8	100	?
CCCCN1C(=O)C(=O)NC[C@@H]1C(C)O (some centres not stated)	24	110	?
O=C(CN1CCOCC1)Nc1ccc2c(c1)CCC2	8	99	?
CC(C)C(=O)NNC(=O)c1c(O)c2ccccc2[nH]c1=O	12	84	?
CC(C)(C)NNC(=S)Nc1cccc(F)c1	3	101	?
CC(C)(C)C(=O)NC1(C(F)(F)F)NC(=O)N(Cc2ccccc2)C1=O (configuration not stated)	8	96	?
CCC(C)C(=O)Nc1nc2ccc(OC)cc2s1 (configuration not stated)	10	95	?
CCC(=O)N(CCC(c1ccc(C)cc1)c1ccco1)Cc1ccco1 (configuration not stated)	7	98	?
Cc1ccc2nc(SCC(=O)Nc3ncccn3)[nH]c2c1	3	85	?
Nc1ncc([N+](=O)[O-])cc1Br	7	88	?
C/C(=N\OC(=O)c1ccc(F)cc1)c1ccc(F)c(F)c1	7	98	?
C[n+]1nc(Nc2cccc(F)c2)sc1-c1ccc(C(=O)O)cc1	9	102	?
CCNc1nc2cccnc2s1	25	100	?
COc1cccc(Nc2nc(N)c([N+](=O)[O-])c(NCc3ccco3)n2)c1	9	105	?
O=C(CSc1ccc(F)cc1)Nc1ccc(C2SCCS2)cc1	6	91	?

3 records drawn at random from the list so far:
canonical_smiles	Avidin fluor	RGS4-Gao reg	RGS7-Gao reg
COc1ccccc1/C=C/C(=O)Nc1nc(N)n(-c2ccccc2)n1	2	100	?
Cc1ccc(Cl)cc1NC(=O)CCC(=O)O	6	98	?
O=C(CC1SC(=O)N(Cc2ccccc2Cl)C1=O)Nc1nccs1 (configuration not stated)	8	100	?

Additional records follow:
canonical_smiles	Avidin fluor	RGS4-Gao reg	RGS7-Gao reg
OCCNc1nc(Nc2cccc(O)c2)nc2ccccc12	7	95	?
CCOc1ccc(N/C(N)=N/c2nc(CSc3nnc(C)s3)cc(=O)[nH]2)cc1	8	99	?
O=C(c1cccs1)N1CCCN(c2ncnc3scc(-c4ccccc4)c23)CC1	3	100	?
CCCOc1ccccc1/C=C(\C#N)C(=O)Nc1cccnc1	2	106	?
CC(=O)Nc1c(C(N)=O)oc2ccc(Cl)cc12	7	101	?
CCN1C(=O)C2(C(C(=O)c3ccc(C)o3)=C(O)C(=O)N2CCCN(C)C)c2ccccc21 (configuration not stated)	12	99	?
CC(C)Sc1n[nH]c(=O)n1-c1cccc(C(F)(F)F)c1	3	82	?
CCN(CC)S(=O)(=O)c1cccc(NN=c2c(=O)c3ccccc3c2=O)c1	7	95	?
O=C(O)CSCC(=O)N1CCN(S(=O)(=O)c2cc(Cl)cc(Cl)c2)CC1	8	97	?
O=C(O)c1cccnc1SCc1cn2cc(Cl)ccc2n1	9	86	?
COCCCNC(=S)Nc1ccc(C)cc1	8	104	?
CCN(CC)c1ncc(C#N)c(N)n1	7	103	?
Cn1ncc2c(Nc3cccc(Cl)c3)nc(Nc3cccc(Cl)c3)nc21	4	84	?
COc1ccc2nc(C(F)(F)Cl)c(C#N)c(N)c2c1	10	105	?
O=C(Nc1ccc(F)c(Cl)c1)Nc1csc2ccccc12	5	102	?
Cc1[nH]c2ccccc2c1C(=O)CSC(=S)N1CCN(C)CC1	3	102	?
COc1ccc(CCNC(=O)c2ccc3c(c2)SC2=NS(=O)(=O)CCN23)cc1	12	104	?
CN(CCC#N)Cc1cc(=O)oc2ccc3ccccc3c12	6	101	?
Cc1onc(-c2ccc(Cl)cc2)c1-c1ccnn1S(=O)(=O)c1ccc(Cl)cc1	6	102	?
CC(C)n1c(=S)[nH]c2scc(-c3cccs3)c2c1=O	5	89	?
Fc1ccc(-c2csc(-c3ccc(C4SCCS4)cc3)n2)cc1F	7	97	?
Cc1ccc(CC2CC(=O)N(c3ncccn3)C2=O)cc1 (configuration not stated)	7	102	?
C(=N\N1CCN(Cc2ccccc2)CC1)/c1ccccc1	6	100	?
O=C(NCc1nc2ccccc2[nH]1)C1=C[C@H](c2coc3ccccc3c2=O)C[C@H](OCc2ccc(CO)cc2)O1	8	98	?

Record cards, from the list above:
COc1ccc(/C=C2/N=C(SC)NC2=O)cc1OC as listed: Avidin fluor = 7; RGS4-Gao reg = 103; RGS7-Gao reg = ?
Cn1ncc2c(Nc3cccc(Cl)c3)nc(Nc3cccc(Cl)c3)nc21 as listed: Avidin fluor = 4; RGS4-Gao reg = 84; RGS7-Gao reg = ?
CC(C)Sc1n[nH]c(=O)n1-c1cccc(C(F)(F)F)c1 as listed: Avidin fluor = 3; RGS4-Gao reg = 82; RGS7-Gao reg = ?

Next compounds:
canonical_smiles	Avidin fluor	RGS4-Gao reg	RGS7-Gao reg
CC1=CC(=O)C(C(C)C)=C/C1=N/OS(=O)(=O)c1ccccc1	6	96	?
CCCCn1c(SCC(=O)Nc2cc(C)on2)nnc1-c1cccs1	8	98	?
Cc1onc(-c2c(Cl)cccc2Cl)c1C(=O)c1ccc(F)cc1	6	90	?
COc1ccc(C(=O)CN2C(=O)c3ccccc3C2=O)cc1	6	92	?
Cc1cc2nc(/C=C/c3nc4cc(C)c(C)cc4[nH]3)[nH]c2cc1C	6	98	?
Cc1ccccc1/C=C/C12NC(=O)CN1c1ccccc1C2(C)C (configuration not stated)	6	104	?
CN(C)C(=O)Nc1ccccc1	5	105	?
CCc1ccc(-c2cn3nc(-c4ccccc4)cnc3n2)cc1	5	101	?
CC(=O)Cc1cc2cc([N+](=O)[O-])ccc2oc1=O	5	101	?
COC(=O)CCC(=O)OC1(C)C(=O)C=C2C=C(C3CC3)N(CCN3CCOCC3)C=C2C1=O (configuration not stated)	7	113	?
COc1ccc(/C=C/C(=O)Nc2c(C(=O)O)[nH]c3ccccc23)cc1OC	7	100	?
NC(=O)c1ccc[n+](CC(=O)c2ccc(F)cc2)c1	8	106	?
Cc1cc(-n2c(C)cc(C(=O)CSc3nc(N)cc(=O)[nH]3)c2C)no1	4	99	?
O=c1nc(N/N=C/c2c[nH]c3ccccc23)cn[nH]1	7	103	?
COCCN1C(=O)N[C@@H](c2cccc(F)c2)C(C(=O)OC)=C1C	9	100	?
O=[N+]([O-])c1ccc(N2CCN(C(=S)c3cccc([N+](=O)[O-])c3)CC2)cc1	5	87	?
Cc1[nH]n(-c2ccccc2)c(=O)c1C=Nc1ccc(S(=O)(=O)N=C(N)N)cc1	9	103	?
COc1cc(OC)c(S(=O)(=O)NC(C)C)cc1C(=O)O	5	99	?
CC1(C)CC(=O)C(C=NCC2CCN(C(=S)Nc3ccccc3)CC2)=C(O)C1	3	103	?
CC(C)(C)n1cnnc1Sc1ccc([N+](=O)[O-])cn1	6	102	?
Cn1cc(Br)c(C(=O)Nc2sc3c(c2C#N)CCC3)n1	8	91	?
C=CCc1ccccc1OCC(O)CNC(=O)c1ccccc1C(=O)O (configuration not stated)	8	98	?
COc1ccc(/C=N/NC(=O)c2ccn[nH]2)cc1Cn1nc(C)c([N+](=O)[O-])c1C	7	92	?
COc1cc(/C=N\Nc2nc(-c3cccs3)c(NC(C)=O)s2)ccc1O	4	103	?

The list goes on, starting with the last 3 of the part before.
canonical_smiles	Avidin fluor	RGS4-Gao reg	RGS7-Gao reg
C=CCc1ccccc1OCC(O)CNC(=O)c1ccccc1C(=O)O (configuration not stated)	8	98	?
COc1ccc(/C=N/NC(=O)c2ccn[nH]2)cc1Cn1nc(C)c([N+](=O)[O-])c1C	7	92	?
COc1cc(/C=N\Nc2nc(-c3cccs3)c(NC(C)=O)s2)ccc1O	4	103	?
O=C1C=CN(Cc2ccccc2)CC1	10	103	?
O=C(Nc1ccccc1F)Nc1ccccc1N1CCCCC1	5	112	?
O=C(NC1CCc2ccccc21)c1cc(COc2c(F)cccc2F)on1 (configuration not stated)	20	113	?
O=C(c1cc([N+](=O)[O-])cc([N+](=O)[O-])c1)N1CCN(C(=O)c2ccco2)CC1	7	102	?
OC1NC(=S)N(c2ccccc2)C1O (configuration not stated)	6	96	?
Cc1cc(N/N=C/c2ccc3c(c2)OCO3)nc2ccccc12	6	94	?
COc1ccc(NC(C)(C)c2nnnn2-c2c(C)cccc2C)cc1	5	102	?
COc1ccc(C2=NN(C(=O)CCCC(=O)O)C(c3cn(-c4ccccc4)nc3-c3ccccc3)C2)cc1 (configuration not stated)	6	100	?
COc1cc(/C=N/Nc2nc3ccccc3s2)ccc1O	3	107	?
CCn1c(C)nc2cc(C(=O)NNC(=S)Nc3ccccc3OC)ccc21	8	98	?
CN(C)CCC(O)c1ccccc1 (configuration not stated)	9	102	?
Cn1c(CN2CCN(CCO)CC2)c(C#N)c2ccccc21	9	103	?
Cc1ccc(C(=O)COC(=O)CNC(=O)c2ccc(Br)o2)cc1[N+](=O)[O-]	3	97	?

Compound activity as filed in PubChem BioAssay.
